# SIAH1 antagonists: Siah-1 peptide-binding antagonists, primary screen, biochemical, fluorescence polarization, rhodamine-plectin, uHTS (AID 1817) | E3 ubiquitin-protein ligase SIAH1 (Homo sapiens) | Siah-1 / rhodamine-plectin peptide fluorescence polarization; higher % means a stronger effect | displacement, % at 20 µM, or IC50 in µM where a hit was titrated | 0.02% of 290,000 active;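 active means displacement of at least 50% at 20 µM, with a fluorescence ratio check between 0.3 and a set limit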;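 further: plate controls were Siah plus tracer with DMSO for no effect and tracer alone without Siah for full effect; strong numbers were not always called active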
# KOR beta-arrestin-1: KOR antagonists, beta-arrestin recruitment, cell-based, luminescence, uHTS (AID 1778); 0.091% of 290,000 active; inhibition, % at 10 µM, or IC50 in µM where a hit was titrated; Kappa-type opioid receptor (Homo sapiens); KOR beta-arrestin recruitment, luminescence, antagonist mode; higher % means a stronger effect; in the data active means inhibition above about 50%; further: strong numbers were not always called active
# KOR beta-arrestin-2: KOR agonists, beta-arrestin recruitment, primary screen, cell-based, luminescence, uHTS (AID 1777); Kappa-type opioid receptor (Homo sapiens); KOR beta-arrestin recruitment, luminescence; higher % means a stronger effect; one-dose activation, % at 10 µM; EC50 in µM for titrated hits; 0.02% of 280,000 active; in the data active means activation above about 50%, passing the limit was not always enough; further: a part of the inactive calls stands beside numbers as strong as those of hits
# AID2073: inhibitors of Mint1-CaV2.2 protein interaction, biochemical, HTRF (AID 2073) | HTRF protein-protein interaction, Mint1-CaV2.2; higher % means a stronger effect | 0.19% of 290,000 active | inhibition, % at 20 µM; hits with a dose series show IC50 in µM; in the data active means inhibition mostly above about 51%, no sharp cut-off; further: some results filed as inactive read as strong as hits
# GPR55 antagonists: GPR55 antagonists blocking LPI-driven arrestin recruitment, primary screen, imaging, U2OS, beta-arrestin-GFP, LPI agonist (AID 2013); G-protein coupled receptor 55 (Homo sapiens); U2OS GPR55 beta-arrestin-GFP translocation imaging, LPI antagonism; higher % means a stronger effect; inhibition, % at 10 µM; hits with a dose series show IC50 in µM; 0.13% of 290,000 active;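 active means spots per cell inhibited over 60%, with over 100 cells counted and total cytoplasm intensity under 500,000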;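 further: U2OS cells stably carrying GPR55 and arrestin-GFP stimulated by 5 µM LPI near EC80; imaged beta-arrestin-GFP aggregate spots per cell after agonist stimulation; plate controls were LPI-stimulated DMSO wells for no effect and DMSO wells without LPI for full effect; some results filed as inactive read as strong as hits; confirmed hits need IC50 under 10 µM and bright autofluorescent wells are also inconclusive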
# NOD1 inhibition: NOD1 signaling inhibitors, primary screen, cell-based, luminescence, uHTS (AID 1578). NOD1-driven NF-kB luciferase reporter cells, luminescence; higher % means a stronger effect. one-dose inhibition, % at 4 µM; EC50 in µM for titrated hits. 1% of 290,000 active; in the data active means inhibition mostly above about 36%, no sharp cut-off; inactive means mostly below about 34%;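 further: HEK-293T reporter cells stimulated with the NOD1 agonist gamma-tri-DAP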
# GPR35 antagonists: GPR35 antagonists blocking zaprinast-driven arrestin recruitment, primary screen, imaging, U2OS, beta-arrestin-GFP, zaprinast agonist (AID 2058) | G-protein coupled receptor 35 (Homo sapiens) | one-dose inhibition, % at 10 µM; IC50 in µM for titrated hits | U2OS GPR35 beta-arrestin-GFP translocation imaging, zaprinast antagonism; higher % means a stronger effect | 0.052% of 290,000 active;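 active means inhibition of at least 50% with at least 30 cells and total cytoplasm GFP at most 10,000,000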
# GPR55 beta-arrestin: GPR55 agonists via beta-arrestin recruitment, primary screen, imaging, U2OS cells, beta-arrestin-GFP redistribution (AID 1961); U2OS GPR55 beta-arrestin-GFP redistribution imaging; higher % means a stronger effect; one-dose activation, % at 10 µM; EC50 in µM for titrated hits; 0.048% of 290,000 active;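 active means activation above 40% with more than 50 cells counted in the well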;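 further: U2OS osteosarcoma cells stably expressing GPR55 and beta-arrestin-GFP; plate controls were DMSO negative control for no effect and LPI positive control for full effect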
# HIV fusion peptide: inhibitors of HIV fusion peptide binding, primary screen, biochemical, uHTS, fluorescence dequenching (AID 1986); cell-free peptide binding, fluorescence dequenching, 30 min; higher % means a stronger effect; inhibition, % at 20 µM, or IC50 in µM where a hit was titrated; 0.3% of 290,000 active; in the data active means inhibition mostly above about 52%, no sharp cut-off; inactive means mostly below about 76%; further: some results filed as inactive read as strong as hits
# An asterisk follows results filed as active; . = not tested or not shown; [ ] = another dose, or the depositor's remark.
AID2073,HIV fusion peptide,GPR35 antagonists,GPR55 beta-arrestin,KOR beta-arrestin-1,KOR beta-arrestin-2,GPR55 antagonists,NOD1 inhibition,SIAH1 antagonists,SMILES
-4%,0.3%,2%,0.2%,-5%,2.2%,8%,-101%,4%,COc1ccc(-c2csc(NCc3ccco3)n2)cc1
11%,2.4%,-3%,17%,-28%,2.6%,22%,58%,3%,COc1c(Cl)cc(Cl)cc1/C=C/C(=O)c1ccc(NC(=O)c2cccs2)cc1
4%,4.5%,5%,1.2%,29%,-2.4%,-8%,8%,0%,CCOc1ccc(/C=C2\SC(=S)N(CCC(=O)O)C2=O)cc1
-41%,-4.3%,-13%,0.0%,42%,-3.7%,-4%,13%,-3%,COc1cc2c(cc1OC)-c1nncn1C(C)(C)C2
-11%,1.4%,-1%,-0.7%,-9%,-6.4%,6%,-29%,0%,CN1CCN(c2ccc(Cl)cc2NC(=O)/C=C/c2ccc(F)cc2)CC1
-1%,-0.6%,-6%,-0.2%,-7%,-1.2%,4%,-15%,-2%,Cc1ccc(S(=O)(=O)N2CCCC2C(=O)NCc2ccncc2)cc1 (configuration not stated)
21%,-1.3%,2%,-0.2%,-19%[20 µM],-6.0%,14%,-10%,8%,c1ccc(COc2ccc(-c3sc(Nc4ccccc4)n[n+]3-c3ccccc3)cc2)cc1
-16%,-0.2%,8%,-0.2%,23%,1.4%,-2%,-1%,1%,COc1cccc(Cc2n[nH]c(=S)n2Cc2ccco2)c1
4%,0.6%,-7%,0.0%,-6%,-2.8%,0%,-15%,-3%,COC(=O)c1ccc(C(=O)OC)c(NC(=O)COC(=O)C2CC2C)c1 (configuration not stated)
3%,-0.5%,-10%,-0.1%,-6%,5.9%,-7%,7%,-2%,O=C(O)CCn1cc(C(=O)O)c(-c2ccccc2)n1
11%,-0.4%,3%,0.2%,2%,-1.0%,-5%,-72%,0%,CSc1nc2sc3c(c2c(=O)n1C)CCCC3
11%,-0.7%,-7%,0.5%,10%,-1.6%,9%,-45%,3%,COc1ccccc1N/N=C(\C#N)C(=N)N1CCOCC1
6%,-0.7%,16%,0.6%,-10%,-4.9%,4%,-3%,0%,O=C(Nc1ccc(Cl)cc1C(=O)NCC1CCCO1)c1ccc(Cl)cc1Cl (configuration not stated)
-8%,-3.1%,-6%,-0.1%,5%,6.8%,3%,-11%,-1%,O=C(NCC1CCCCC1)c1ccco1
4%,0.0%,1%,-0.2%,-12%,1.3%,11%,-16%,2%,CCCN1CCC(NC23CC4CC(CC(C4)C2)C3)CC1
-4%,-1.2%,3%,0.1%,14%,2.6%,3%,-3%,-5%,CCCCCC(=O)Nc1sc(C)c(C)c1C#N
46%,3.0%,-2%,-0.2%,4%,-0.6%,12%,-37%,2%,CC(C)CC(=O)Nc1ccc2oc(-c3cccnc3)nc2c1
-2%,-0.6%,-3%,0.1%,4%,7.7%,-25%,28%,-10%,COc1ccccc1N1CCN(C(=O)c2ccc3nc[nH]c3c2)CC1
-15%,-1.9%,17%,-0.5%,2%,-3.8%,15%,7%,-4%,CC(NC(=O)CNC(=O)C(Cc1ccccc1)NC(=O)OCc1ccccc1)C(N)=O (configuration not stated)
13%,3.5%,-6%,-0.4%,-7%,-2.4%,16%,-23%,7%,CCN(CC)S(=O)(=O)c1ccc(C)c(NS(=O)(=O)c2cc(/C=C/C(=O)O)cc(OC)c2OC)c1
45%,28%,1%,-0.2%,-6%,-2.2%,-10%,-38%,6%,Cc1ccc(Cl)cc1NC(=O)CSc1sc2c(O)cc(=O)[nH]c2c1C#N
-5%,-3.3%,17%,0.3%,-13%,0.5%,2%,6%,5%,COc1ccc(C(=O)/C=C(\C)NCc2ccc3c(c2)OCO3)cc1
44%,-1.2%,-6%,0.4%,-2%,0.7%,3%,-10%,-1%,COc1cc2c(cc1OC)C(CCc1ccccc1)=NCC2
2%,-1.3%,5%,-0.2%,33%,-5.8%,11%,-6%,0%,COc1ccc(C)cc1NC(=O)CN(C)S(=O)(=O)c1ccc2c(c1)n(C)c(=O)c(=O)n2C
6%,-1.5%,12%,0.5%,-9%,0.6%,25%,6%,1%,COc1ccc(S(=O)(=O)N2CCCN(Cc3cccc(F)c3)CC2)cc1
-2%,9.4%,2%,0.8%,3%,-3.1%,-14%,4%,-2%,CC(C)=CCc1c(O)ccc2c1OC(c1ccc(O)c(O)c1)CC2=O (configuration not stated)
-1%,0.8%,-4%,0.3%,-44%,-2.8%,5%,-33%,2%,Cc1ccc(NC(=O)C(=O)NCCc2c[nH]c3ccccc23)cc1C
-6%,-1.5%,-8%,-0.2%,-6%,0.1%,0%,13%,-2%,CC(c1ccco1)N(C(=O)Nc1ccccc1)C1CCCCC1 (configuration not stated)
5%,0.4%,13%,0.2%,14%,-6.1%,-4%,-42%,5%,O=C(N/N=C/c1ccc2c(c1)OCO2)C(=O)N1CCCC1
-1%,1.4%,-11%,-0.3%,-20%,5.9%,9%,12%,3%,O=C(c1cccs1)N(Cc1cc2ccccc2[nH]c1=O)c1ccccc1

# 8 entries out of the list, arranged by molar mass, rising:
AID2073,HIV fusion peptide,GPR35 antagonists,GPR55 beta-arrestin,KOR beta-arrestin-1,KOR beta-arrestin-2,GPR55 antagonists,NOD1 inhibition,SIAH1 antagonists,SMILES
4%,0.0%,1%,-0.2%,-12%,1.3%,11%,-16%,2%,CCCN1CCC(NC23CC4CC(CC(C4)C2)C3)CC1
11%,-0.7%,-7%,0.5%,10%,-1.6%,9%,-45%,3%,COc1ccccc1N/N=C(\C#N)C(=N)N1CCOCC1
46%,3.0%,-2%,-0.2%,4%,-0.6%,12%,-37%,2%,CC(C)CC(=O)Nc1ccc2oc(-c3cccnc3)nc2c1
-6%,-1.5%,-8%,-0.2%,-6%,0.1%,0%,13%,-2%,CC(c1ccco1)N(C(=O)Nc1ccccc1)C1CCCCC1 (configuration not stated)
-2%,9.4%,2%,0.8%,3%,-3.1%,-14%,4%,-2%,CC(C)=CCc1c(O)ccc2c1OC(c1ccc(O)c(O)c1)CC2=O (configuration not stated)
-1%,1.4%,-11%,-0.3%,-20%,5.9%,9%,12%,3%,O=C(c1cccs1)N(Cc1cc2ccccc2[nH]c1=O)c1ccccc1
6%,-1.5%,12%,0.5%,-9%,0.6%,25%,6%,1%,COc1ccc(S(=O)(=O)N2CCCN(Cc3cccc(F)c3)CC2)cc1
21%,-1.3%,2%,-0.2%,-19%[20 µM],-6.0%,14%,-10%,8%,c1ccc(COc2ccc(-c3sc(Nc4ccccc4)n[n+]3-c3ccccc3)cc2)cc1

# (next part)
AID2073,HIV fusion peptide,GPR35 antagonists,GPR55 beta-arrestin,KOR beta-arrestin-1,KOR beta-arrestin-2,GPR55 antagonists,NOD1 inhibition,SIAH1 antagonists,SMILES
3%,0.3%,3%,-0.1%,-9%[20 µM],-1.0%,-10%,-2%,-1%,Cc1cccc(CCNC(=O)Cc2ccc(NC3=NC4CS(=O)(=O)CC4S3)cc2)c1 (configuration not stated)
18%,-0.1%,11%,0.3%,-20%,-1.3%,-7%,1%,-4%,CCC(C)(C)NC(=O)C(OC(=O)c1ccco1)c1ccc(OC)cc1 (configuration not stated)
15%,-1.2%,18%,-0.1%,-15%,3.0%,-4%,-4%,1%,Cc1cc(C(=O)N/N=C/c2ccc3c(c2)OCO3)c2ccccc2n1
-1%,3.0%,6%,-0.3%,-10%,0.3%,11%,4%,8%,COC(=O)C1=NN(C(C)=O)C2(CC(=O)N(c3cc(C)cc(C)c3)C2=O)C1 (configuration not stated)
-8%,-0.3%,-9%,0.8%,-10%,-4.5%,0%,-17%,-1%,Cc1cc(C)n2nc(SC(C)C(=O)NCc3ccco3)nc2n1 (configuration not stated)
17%,0.7%,-12%,-0.1%,-32%,1.7%,-3%,-24%,0%,CCCCCCN(C(=O)CCCCCN1C(=O)NC(c2ccc(-c3ccccc3)cc2)C(C(=O)OCc2ccccc2)=C1C)C(C(=O)NCCCC)c1ccc(O)cc1 (configuration not stated)
-2%,-1.4%,-3%,-0.1%,-20%,0.7%,12%,-6%,2%,COc1ccc(NS(=O)(=O)c2cccs2)c(OC)c1
2%,-0.1%,14%,1.0%,12%,-2.2%,-4%,6%,-2%,O=C(Nc1nc2ccccc2c(=O)s1)c1ccco1
52%,29%,3%,0.9%,-9%,-2.8%,10%,26%,4%,CCCc1cc(=O)[nH]c(SCC(=O)Nc2sc3c(c2C#N)CCC(C)C3)n1 (configuration not stated)
2%,1.1%,4%,0.0%,8%,1.1%,2%,-3%,-5%,COc1ccc(OC)c(NC(=O)NCCN2CCN(c3ccccc3)CC2)c1
-2%,-0.7%,7%,0.7%,-4%,2.6%,0%,28%,-1%,c1ccc(CSc2nnc(-c3ccncc3)o2)cc1
17%,2.6%,-1%,-0.2%,16%,-8.9%,8%,-5%,3%,O=S(=O)(CCc1nnc(-c2ccccc2)o1)c1ccc2ccccc2c1
-4%,2.7%,-1%,0.2%,-42%,5.2%,-8%,18%,-3%,Cc1ccc(OCC(=O)NCCNC(=O)c2ccco2)cc1C
5%,-1.3%,-1%,-0.1%,13%,1.3%,11%,-6%,0%,CCCCN(C)C(=O)Cn1c(=O)oc2cc(S(=O)(=O)N3CC(C)CC(C)C3)ccc21 (configuration not stated)
15%,-1.2%,-1%,0.2%,-19%[20 µM],.,10%,-22%,11%,CN(Cc1nc(C(c2ccccc2)c2ccccc2)no1)CC1COCCO1 (configuration not stated)
-7%,1.3%,2%,0.2%,17%,-3.5%,8%,-22%,-3%,O=C(CCN1C(=O)c2ccccc2C1=O)Nc1sc2c(c1C(=O)NCC1CCCO1)CCC2 (configuration not stated)
-7%,2.1%,7%,0.0%,-44%[20 µM],.,8%,-18%,-2%,O=C(C1CCN(C2CCN(Cc3ccc4cc(F)ccc4n3)CC2)CC1)N1CCCC1
-6%,-1.8%,4%,0.2%,-30%[20 µM],-1.8%,0%,-36%,4%,N/C(=N\OC(=O)Cc1ccccc1[N+](=O)[O-])c1ccc(Br)cc1
13%,11%,16%,-0.1%,-5%,-3.3%,3%,-4%,-5%,COc1cc2[nH]c(=O)n(Cc3ccc(C(=O)NC4CCCC4)cc3)c(=O)c2cc1OC
31%,-2.6%,-12%,0.1%,-5%,-4.5%,2%,-11%,2%,CCCC(=O)Nc1cccc(NC(=O)c2ccccc2Br)c1

# The list is partial. The share of hits here may be higher or lower than overall.
